APJ antagonist = blocks the human apelin receptor APJ; P35414; CHO-K1 APJ beta-arrestin complementation, luminescence; inhibition, % at 20 µM; 0.32% of 330,000 active; AID 2521;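 active means inhibition above about 40% at 20 µM, limit read from the data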;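 further: cells challenged with 10 nM apelin-13 agonist together with compound; plate controls were apelin-13 plus DMSO wells for no effect and DMSO wells lacking apelin-13 for full effect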
Target sequence (P35414 whole entry, looked up): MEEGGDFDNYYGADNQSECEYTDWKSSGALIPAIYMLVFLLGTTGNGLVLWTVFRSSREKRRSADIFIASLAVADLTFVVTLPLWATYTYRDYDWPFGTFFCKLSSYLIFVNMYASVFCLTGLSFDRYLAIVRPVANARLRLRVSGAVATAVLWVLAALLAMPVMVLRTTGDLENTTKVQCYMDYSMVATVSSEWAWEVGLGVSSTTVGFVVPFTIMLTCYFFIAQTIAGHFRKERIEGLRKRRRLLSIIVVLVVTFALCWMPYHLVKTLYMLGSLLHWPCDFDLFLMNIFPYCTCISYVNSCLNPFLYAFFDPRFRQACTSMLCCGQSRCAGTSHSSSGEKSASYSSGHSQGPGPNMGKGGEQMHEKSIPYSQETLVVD
Mdm2 MdmX PPI = human Mdm2/MdmX binding inhibition. SaOS-2 split-luciferase Mdm2/MdmX complementation, luminescence. inhibition, % at 8 µM. 3% of 330,000 active. AID 485346;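 active means inhibition of at least 50% at 8 µM in the primary screen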
APJ agonist = APJ receptor agonism | CHO-K1 APJ PathHunter beta-arrestin, luminescence; 0% DMSO wells, 100% apelin | P35414 | activation, % at 20 µM | 0.11% of 330,000 active;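 active means activation more than six SD over the plate average, tested at 20 µM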;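 further: 0% = DMSO alone and 100% = apelin-13 at 10 nM; some results filed as inactive read as strong as hits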
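Incubation: overnight seeding, 90 min compound at 25 °C, 1 h detection; test system: PathHunter CHO-K1 APJ (AGTRL-1) beta-arrestin reporter cells; amount: 1000 cells/well; doses: one dose, 20 µM compound, 1% DMSO; measured by: beta-gal luminescence; measure: agonist-driven arrestin binding to APJ; benchmarks: negative DMSO alone, positive Apelin-13 at 10 nM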
XBP1 UPR activ = activators of adaptive arm of unfolded protein response (XBP1). activation, % at 20 µM. AID 463104. CHO-XBP1 luciferase reporter, IRE1-XBP1 UPR activation, luminescence; percent of tunicamycin response, DMSO as zero. 0.33% of 330,000 active;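 active means versus positive control, 20 µM dose yields 30% or more activation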;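 further: 100% = tunicamycin at 10 µg/mL and 0% = DMSO only wells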
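Material: IRE1-XBP1 luciferase reporter CHO line / Quantity: one thousand reporter cells per well / Buffer or medium: F12 with 10% serum / Compound: 20 µM single concentration, DMSO 1% / Times: 6 h treatment, 37 °C / Detection: Steady-Glo luciferase glow luminescence, 10 min after reagent addition / Benchmarks: tunicamycin high, DMSO low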
697 NFkB inh = lowers PMA/ionomycin-induced NF-kB signal in 697 B cells; 697 B-cell NF-kB luciferase reporter, 16 h; inhibition, % at 4 µM; AID 435022; 0.33% of 330,000 active; in the data active means inhibition above about 35%
Jurkat NFkB inh = inhibitors of the PMA/ionomycin-induced NF-kB reporter in Jurkat cells; inhibition, % at 4 µM; AID 435003; 0.53% of 330,000 active; PMA/ionomycin-induced NF-kB luciferase reporter, luminescence; in the data active means inhibition above about 50%
tim23-1 inh = inhibits growth of tim23-1 mutant yeast; S. cerevisiae tim23-1 growth, BacTiter-Glo luminescence, 24 h; inhibition, % at 20 µM; AID 463212; 1.3% of 330,000 active;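 active means growth inhibition of the mutant yeast at or above 50%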;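 further: temperature-sensitive mutant grown at 25 °C; plate controls were DMSO-treated mutant yeast for no effect and medium wells lacking yeast for full effect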
CHOP UPR activ = apoptotic UPR (CHOP) activation; CHO-CHOP luciferase reporter, luminescence; percent of tunicamycin response over DMSO baseline; activation, % at 10 µM; 0.34% of 330,000 active;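 active means at 10 µM dose, activation of 40% or more, normalized to positive control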;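 further: 100% = tunicamycin at 10 µg/mL and 0% = DMSO alone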
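assay system = CHO CHOP reporter cells | amount = 500 CHO-CHOP cells per well | buffer or medium = F12 with 10% FBS | incubation = 16-18 h cell attachment, then 6 h compound exposure, 37 °C | detection = luminescence read with Steady-Glo | read-out = percent activation relative to tunicamycin control | controls = tunicamycin high control, DMSO low control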
Starred values were filed as active, the others as inactive.

Each structure is followed by: tim23-1 inh	Mdm2 MdmX PPI	697 NFkB inh	Jurkat NFkB inh	XBP1 UPR activ	APJ antagonist	CHOP UPR activ	APJ agonist
CC(=O)c1c(C)oc2ccc(N(C(C)=O)S(=O)(=O)c3ccc(Br)cc3)cc12
    30	45	-6	20	-2	-7	-0.9	0
CCOC(=O)C1=C(C)NC(=O)NC1c1cc2c(cc1Br)OCO2 (stereo not given)
    11	-2	14	3	-5	19	-4.6	-2
COc1cc(NC(=O)CN2C(=O)CN(C)C2=O)c(C)cc1[N+](=O)[O-]
    -19	17	10	4	-3	7	2.4	3
C#CCOCCOCCOCCNc1nc(N2CCOCC2)nc(N2CCN(C(=O)[C@H]([C@@H](C)CC)n3cc([C@@H](N)Cc4ccc(O)cc4)nn3)CC2)n1
    11	-13	10	9	0	23	-0.9	-5
COc1cccc(CN(C)CC(=O)NC(=O)NCc2ccccc2)c1
    11	23	3	-6	3	-1	2.0	-2
CC(C)Cn1c(N)c(C=O)c(=O)n(C)c1=O
    -11	-9	2	2	-1	5	-2.0	-2
O=C(COC(=O)c1cccc(N2C(=O)c3ccccc3C2=O)c1)Nc1ccccc1
    -5	-4	0	7	0	15	1.9	-4
COc1cc(C)nc(NS(=O)(=O)c2ccccc2Cl)n1
    4	13	9	-3	-5	11	1.9	-3
Cc1ccc(OCc2ccc(C(=O)NNC(=S)NCC3CCCO3)o2)c([N+](=O)[O-])c1 (stereo not given)
    10	7	-1	-5	-3	24	-0.7	-7
CCn1c(=O)[nH]c2cc(C(=O)Nc3cc(C)cc(C)c3)ccc2c1=O
    -3	10	16	9	2	4	0.6	2
Cc1ccc(CNC(=O)C(=O)c2cn(CC(=O)N3CCCC3)c3ccccc23)cc1
    18	-2	-12	-19	-3	10	2.5	4
CCN(CC)C(=O)COCc1cc(-c2ccc3c(c2)OCO3)on1
    4	13	-13	-30	-6	-26	2.2	-2
CCOC(=O)c1c(NC(=O)CNCCOC)sc2c1CCCC2
    46	-33	5	2	0	6	0.6	13
CCCOc1ccc(Cn2c(=O)oc3ccc(C)cc32)cc1
    39	16	-3	7	-3	-9	0.9	-2
O=S(=O)(N1CCCCC1)N1CCN(CC(O)COc2ccc3cc(Br)ccc3c2)CC1 (stereo not given)
    19	33	12	13	0	-19	0.1	4

Structures above with an aryl methoxy group, in the order listed:
Each structure is followed by: tim23-1 inh	Mdm2 MdmX PPI	697 NFkB inh	Jurkat NFkB inh	XBP1 UPR activ	APJ antagonist	CHOP UPR activ	APJ agonist
COc1cc(NC(=O)CN2C(=O)CN(C)C2=O)c(C)cc1[N+](=O)[O-]
    -19	17	10	4	-3	7	2.4	3
COc1cccc(CN(C)CC(=O)NC(=O)NCc2ccccc2)c1
    11	23	3	-6	3	-1	2.0	-2
COc1cc(C)nc(NS(=O)(=O)c2ccccc2Cl)n1
    4	13	9	-3	-5	11	1.9	-3

The listing continues:
Each structure is followed by: tim23-1 inh	Mdm2 MdmX PPI	697 NFkB inh	Jurkat NFkB inh	XBP1 UPR activ	APJ antagonist	CHOP UPR activ	APJ agonist
CCn1cc(/C=C(\NC(=O)c2ccccc2Cl)C(=O)N2CCN(C)CC2)c2ccccc21
    11	10	-6	3	-5	-21	-1.3	3
Cn1c(=O)c(-c2ccccc2[N+](=O)[O-])c(Cl)c2ccccc21
    46	13	-13	13	-2	-8	-1.6	-1
COC(=O)c1c(C)oc(C)c1S(=O)(=O)N(C)C1CCCCC1
    25	8	14	10	0	-7	-1.0	3
Cn1c(=O)[nH]c(=O)c2c1nc([N+](=O)[O-])n2Cc1ccccc1
    34	96*	6	10	-9	-30	-7.9	6
CCOc1ccccc1NC(=O)COC(=O)CSc1ccc(Cl)cc1
    8	-3	10	-3	-2	-10	1.7	-1
O=C(Nc1cccc(F)c1)c1coc(=O)c(Br)c1
    6	-11	-23	8	0	8	22	1
CC(=O)Oc1ccc(/C=N/NC(=O)c2ccc(N(C)S(=O)(=O)c3ccccc3)cc2)cc1
    14	17	-4	-3	24	12	-2.4	-2
Cc1c(C(=O)N2CCN(c3ccc([N+](=O)[O-])cc3)CC2)sc2ncn(CC(=O)N3CCOCC3)c(=O)c12
    15	-19	-16	-7	-6	12	-3.0	0
CCCCNC(=S)NNC(=O)c1ccncc1
    -2	9	-10	-14	-2	4	-0.5	-5
CCOC(=O)c1cc2sc(C)cc2n1CC(=O)N1CCc2ccccc21
    2	-3	8	-1	-2	13	-1.2	-4
CN(/N=C/c1ccc(N(C)C)cc1)C1=NS(=O)(=O)c2ccccc21
    -6	6	-47	35	3	9	0.5	-2
O=C(Oc1cccc(C(=S)N2CCOCC2)c1)c1ccc([N+](=O)[O-])cc1[N+](=O)[O-]
    78*	21	14	2	0	-37	22	8
O=C(NCSc1ccncn1)c1ccccc1
    7	-4	-7	0	-1	11	-1.2	-2
CC(Sc1ncnc2sccc12)C(=O)Nc1ccc(S(N)(=O)=O)cc1 (stereo not given)
    11	33	-3	16	3	-1	0.5	-1
CCNS(=O)(=O)c1ccc(OC)c(C(=O)NC2CCCCC2)c1
    1	22	6	-8	-1	-1	1.2	-3

Next part.
Each structure is followed by: tim23-1 inh	Mdm2 MdmX PPI	697 NFkB inh	Jurkat NFkB inh	XBP1 UPR activ	APJ antagonist	CHOP UPR activ	APJ agonist
CSCCC(NC(=O)COc1ccccc1)C(=O)N(C)Cc1ccc(SC)cc1 (stereo not given)
    9	-2	4	3	-1	15	-1.4	1
O=C(Cn1cc([N+](=O)[O-])cn1)N1CCN(Cc2ccc3c(c2)OCO3)CC1
    -5	19	1	9	-1	6	-0.1	-3
Cc1ccccc1Nc1nc(N)nc(-c2oc3ccccc3c2C)n1
    28	-42	-91	-65	-3	1	7.0	7
N#CC1=C(S)N(c2ccc(F)cc2)C(c2ccco2)NC1=O (stereo not given)
    8	1	-10	6	-2	15	0.3	0
Cc1ccc(-c2nc(CN(Cc3c(C)nn(C)c3C)C(C)C)c(C)o2)o1
    5	-2	1	9	-2	14	0.3	-4
Brc1cccc(CNCC2CCCO2)c1 (stereo not given)
    -4	15	6	-8	-2	16	3.5	-2
COc1cc(C(=O)OCC(=O)N2CCCC2)cc2c1OCCO2
    9	-7	7	16	-2	-26	3.0	0
COc1cccc(CN(C)C(=O)C2CC(=O)N(c3ccc4c(c3)OCCO4)C2)c1 (stereo not given)
    18	17	-5	17	-2	0	0.8	4
Cc1cc(C(=O)CN2C(=O)NC3(CCCc4ccccc43)C2=O)c(C)n1C (stereo not given)
    3	-20	0	-6	1	-20	-1.1	-5
Cc1ccc(C(=O)C(C)OC(=O)CCS(=O)(=O)c2ccc(C)cc2)cc1 (stereo not given)
    27	-13	22	1	2	2	1.5	-5
CN(C)S(=O)(=O)c1ccc(Cl)c(NC(=O)CSc2nc3ccccc3c(=O)n2CCCN2CCOCC2)c1
    4	13	-15	1	-3	0	-1.0	-2
COc1ccc(-n2nnc3c(SCC(=O)Nc4ccccc4F)ncnc32)cc1
    -27	36	9	8	-2	11	-1.3	-4
Cc1cccc(-n2ncc3c(=O)[nH]c(SCC(=O)N4CC(=O)Nc5ccccc54)nc32)c1
    -9	18	6	9	-1	26	-2.4	-5
Cc1ccc(-c2nc(N3CCOCC3)sc2C(=O)N2CCCCC2)cc1
    19	-12	-11	-26	-1	-1	-0.5	3
O=C(COC(=O)c1cc(=O)[nH]c2ccccc12)NCc1ccccc1
    10	-18	-9	-15	3	8	1.0	-1

Next part:
Each structure is followed by: tim23-1 inh	Mdm2 MdmX PPI	697 NFkB inh	Jurkat NFkB inh	XBP1 UPR activ	APJ antagonist	CHOP UPR activ	APJ agonist
O=C(CSc1nnnn1C1CCCCC1)N1CCCC1
    -3	11	-2	-16	1	3	-2.0	-5
COc1cccc(C2N=C(c3ccccc3C)NO2)c1OC (stereo not given)
    14	-48	-46	-37	6	14	2.9	-2
Cc1ccc(C2N(c3cccc(Cl)c3)C(=O)N3CCCN23)cc1 (stereo not given)
    21	-15	7	0	-1	15	1.2	-2
Cc1ccc(S(=O)(=O)CCC(=O)OCC(=O)Nc2cc(S(=O)(=O)N3CCOCC3)ccc2C)cc1
    -7	13	13	9	2	25	1.1	9
CCOC(=O)C(C(=O)OCC)=C1OC(=O)c2ccccc21
    20	10	-2	3	0	-11	1.9	0
CC(Nc1nc(-c2ccc(F)cc2)cs1)c1nc2cc(C(F)(F)F)ccc2n1CCOCCO (stereo not given)
    -2	23	7	-6	-1	-14	-0.1	-5
CCOc1ccc(C=NNc2ccc(S(=O)(=O)Nc3ccccc3C(=O)O)cc2[N+](=O)[O-])cc1OC
    6	-4	-10	5	1	23	-1.2	-7
CCOC(=O)c1ccc(NC(=O)c2cc3ccccc3o2)cc1
    17	-9	-28	-13	0	4	4.8	-2
CC(NC(=O)c1ccc(S(=O)(=O)C(F)F)cc1)c1ccccc1 (stereo not given)
    3	12	6	-12	-1	3	0.2	0
Cc1ccc(NC(=O)CCC(=O)NNC(=O)c2ccco2)cc1C
    3	-13	-10	-14	3	-8	1.0	-3
Cc1cc2oc(C(=O)N(Cc3ccco3)C3CCS(=O)(=O)C3)cc(=O)c2cc1Cl (stereo not given)
    18	-15	-45	-2	2	-12	-1.9	-3
O=C1Nc2ccccc2/C1=C/c1cnc(-c2ccccc2)[nH]1
    -3	-26	-101	-67	1	-10	4.9	1
CCOc1ccc(Br)cc1S(=O)(=O)Nc1cccc(S(=O)(=O)N(CC)CC)c1
    33	19	9	0	1	5	0.5	0
Cc1cc([N+](=O)[O-])nn1CC(=O)N1N=C(C(F)F)CC1(O)C(F)F (stereo not given)
    -4	0	-12	2	1	13	1.1	2
CC(C)CCNC(=O)Cc1ccccc1[N+](=O)[O-]
    -7	22	8	5	-6	6	-2.4	-2

Further records follow:
Each structure is followed by: tim23-1 inh	Mdm2 MdmX PPI	697 NFkB inh	Jurkat NFkB inh	XBP1 UPR activ	APJ antagonist	CHOP UPR activ	APJ agonist
Cc1ccc(S(=O)(=O)NCCc2ccncc2)cc1C
    6	-24	6	-15	4	2	0.7	-3
Cc1ccc2sc(NNC(=O)C3COc4ccccc4O3)nc2c1C (stereo not given)
    27	-1	-36	-4	1	-74	-0.3	-3
COc1cc(OC)cc(C(=O)OCC(=O)c2cc(C)n(CC3CCCO3)c2C)c1 (stereo not given)
    35	5	-11	-8	0	22	3.5	-2
Cc1cc([N+](=O)[O-])nn1CC(=O)Nc1ccc(Cc2ccncc2)cc1
    5	2	-26	-7	-3	-1	-2.4	-3
Cc1ccc(C(=O)NN=C2CCCCCC2)s1
    -2	22	14	-10	-1	18	4.0	16
CSc1ccc(C2C(C#N)=C(N)N(c3ccccc3)C3=C2C(=O)CCC3)cc1 (stereo not given)
    23	5	11	1	1	-21	2.1	0
CCn1nnnc1SCCSc1nnnn1CC
    20	9	-1	1	0	-5	0.6	1
COC(=O)c1cccn(CC(=O)c2ccc(Cl)cc2)c1=O
    -2	4	4	1	-5	4	0.2	-1
COc1ccccc1OCC(=O)NCCSCc1ccc(Cl)cc1
    15	11	9	-6	0	-6	1.0	-1
Cc1ccc2c(c1)N(CC(=O)NC1CCCC1)C(=O)CO2
    -7	-4	1	-28	3	-21	-0.2	-2
CC(=O)c1c(N2CCOCC2)nc(=S)n(-c2cc(C)ccc2C)c1C
    2	-13	8	7	-2	10	-1.6	3
Cc1nc2cc(C(F)(F)F)ccc2n1C1CCN(CC(=O)N2CCCC2)CC1
    11	5	-4	-11	1	5	1.1	-2
CCC(C)N(C(=O)COC(=O)c1[nH]c(C)c(C(C)=O)c1C)C1CCS(=O)(=O)C1 (stereo not given)
    -8	25	24	-7	0	0	0.2	2
CC1(C)C(=O)Nc2ccccc2N1C(=O)COC(=O)c1cccnc1Cl
    3	-23	-12	-2	3	-1	-0.6	-2
